Assay outcomes from PubChem.
esBAF inh: Bmi1 luciferase reporter increase in mESCs, primary screen, esBAF inhibitor project, mouse ES cells, Bmi1 luciferase knock-in, single point; reporter increase, % at 12.5 µM; AID 602393, 2012; hit rate 2% among 350,000; 24 h; 100% = twice the neutral-well signal; in the data active = activation above about 40%;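 note: 0% = median of the plate's neutral control wells and 100% = double that signal; a rise in the Bmi1 reporter signal indicates esBAF inhibition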
Xi reactivation: activators of inactive X chromosome reactivation, primary screen, imaging, XiGFP fibroblasts, GFP high-content imaging, set 2. XiGFP mouse fibroblasts, % GFP-positive cells imaging, 3 d; cells co-treated with 5-aza-dC sensitizer; scaled so ellipticine positive control = 100%. activation, % at 7.58 µM. hit rate 0.055% among 360,000;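 active = mean normalized replicate activation at least 10% and every replicate at or above 10%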;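 note: 0% = median of on-plate neutral control wells and 100% = ellipticine 6 µM median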
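Assay system – SV40-immortalized XiGFP fibroblast cells, line 68-5-11 · Buffer or medium – DMEM supplemented with 5-aza-dC as sensitizing agent · Dosing – one concentration, pinned · Benchmarks – positive control ellipticine, 6 µM final · Times – 3 days compound exposure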
ERAP1 inh: human ERAP1 aminopeptidase inhibitors, primary screen, biochemical, single point, plate reader. AID 652197, 2013. recombinant ERAP1, Leu-AMC fluorescence, 60 min. inhibition, % at 10.7 µM. hit rate 0.15% among 340,000. Endoplasmic reticulum aminopeptidase 1 (Homo sapiens), Q9NZ08;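 active = mean replicate inhibition of at least 30%, or all replicates individually reaching that 30% level; inactive = mean below 30% and not every replicate reaching it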;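 note: 0% = neutral control wells and 100% = L-leucinethiol positive control wells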
Target sequence (Q9NZ08 whole entry, looked up): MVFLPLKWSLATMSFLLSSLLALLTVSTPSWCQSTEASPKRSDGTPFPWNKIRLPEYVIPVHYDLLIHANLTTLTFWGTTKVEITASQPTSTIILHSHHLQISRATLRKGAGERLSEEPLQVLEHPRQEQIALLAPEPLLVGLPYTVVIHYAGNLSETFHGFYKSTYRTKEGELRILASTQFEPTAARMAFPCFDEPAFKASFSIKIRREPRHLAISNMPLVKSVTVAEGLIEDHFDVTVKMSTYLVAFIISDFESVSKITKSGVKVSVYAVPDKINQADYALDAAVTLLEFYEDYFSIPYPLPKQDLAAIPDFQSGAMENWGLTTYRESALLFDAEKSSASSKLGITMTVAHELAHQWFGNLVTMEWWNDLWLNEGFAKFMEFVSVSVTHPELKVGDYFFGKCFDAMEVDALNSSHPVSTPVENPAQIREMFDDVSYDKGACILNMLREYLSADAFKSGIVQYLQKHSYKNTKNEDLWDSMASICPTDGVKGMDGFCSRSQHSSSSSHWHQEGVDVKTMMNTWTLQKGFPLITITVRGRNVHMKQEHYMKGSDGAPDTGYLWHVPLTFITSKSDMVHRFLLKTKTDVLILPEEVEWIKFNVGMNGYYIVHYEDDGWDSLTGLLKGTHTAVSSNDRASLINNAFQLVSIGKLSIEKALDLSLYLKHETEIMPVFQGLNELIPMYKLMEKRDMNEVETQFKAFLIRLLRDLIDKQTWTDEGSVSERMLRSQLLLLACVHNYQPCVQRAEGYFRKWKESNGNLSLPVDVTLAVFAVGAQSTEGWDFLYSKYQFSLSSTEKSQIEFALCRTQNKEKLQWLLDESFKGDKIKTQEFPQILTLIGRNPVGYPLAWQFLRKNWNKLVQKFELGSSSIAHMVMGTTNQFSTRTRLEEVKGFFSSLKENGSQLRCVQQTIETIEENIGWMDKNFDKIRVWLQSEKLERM
RAD52 anneal inh: RAD52 DNA annealing inhibitors, primary screen, biochemical, FRET, single point, set 2. DNA repair protein RAD52 homolog (Homo sapiens), P43351. recombinant RAD52 DNA annealing, FRET fluorescence. inhibition, % at 18.7 µM. hit rate 0.46% among 360,000;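 active = every replicate showing at least 50% inhibition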
S100A4 inh HTS: inhibitors of S100A4-myosin IIA peptide binding, primary screen, biochemical, fluorescence polarization, TAMRA-MyoIIA peptide | hit rate 0.14% among 360,000 | AID 652163, 2013 | Protein S100-A4 (Homo sapiens), P26447 | inhibition, % at 10.7 µM;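 active = mean inhibition of at least 70% across replicates, with every replicate also reaching that level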
Target sequence (P26447 whole entry, looked up): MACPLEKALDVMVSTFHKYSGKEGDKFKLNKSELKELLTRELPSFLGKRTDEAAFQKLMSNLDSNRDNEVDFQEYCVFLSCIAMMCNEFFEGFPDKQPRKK
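Material: S100A4 monomer protein | Medium: HEPES pH 7.2 with CaCl2, KCl, NaCl, DTT, Triton | Reagent: Labelled myosin peptide probe, 5 nM | Doses: One dose per compound | Times: 5 min incubation before reading | Benchmarks: Neutral control DMSO, positive control TFP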
E-selectin induc: E-selectin induction in HUVECs, primary screen, imaging, HUVEC, immunofluorescence imaging, single point; normalized: neutral wells 0, TNF-alpha wells 100; P16581; hit rate 0.37% among 260,000; activation, % at 7.58 µM;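 active = mean E-selectin-positive cell signal at least 10% of the positive control, reached in at least 60% of replicates, without over 20% cell loss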;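 note: in these data hits start at about 27%; measured in HUVEC primary endothelial cells; signal is the percent of cells scored E-selectin positive by PE staining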
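Assay system: HUVEC, human umbilical vein endothelial cells / Amount: 3,000 HUVEC/well / Controls: TNF-alpha positive control, DMSO neutral control / Compound dosing: single concentration / Medium: EGM-2 over gelatin coat / Evaluation: percent E-selectin-positive cells / Signal: immunofluorescence imaging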
ERp5 inh: inhibitors of ERp5-driven insulin aggregation, primary screen, biochemical, turbidity, absorbance 650 nm, single point | Protein disulfide-isomerase A6 (Homo sapiens), Q15084 | 90 min | inhibition, % at 9.99 µM | hit rate 0.05% among 350,000;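 active = mean replicate inhibition above about 25%, with every replicate also reaching it, limit read from the data, passing the limit was not always enough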
RAD54 inh: inhibitors of human RAD54 branch migration, primary screen, biochemical, fluorescence, single point | RAD54 Holliday junction branch migration, FAM/BHQ fluorescence | inhibition, % at 10.4 µM | hit rate 0.14% among 360,000;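 active = mean normalized replicate activity at least 40 and at least half of replicates scoring 40 or more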;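 note: 0% = median of neutral control wells and 100% = median of positive control wells; inhibitors cause a drop in the FAM fluorescence signal; in these data hits start at about 50%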
Starred values were filed as active, the others as inactive; nt = no result given.

SMILES | esBAF inh | Xi reactivation | ERAP1 inh | RAD52 anneal inh | S100A4 inh HTS | E-selectin induc | ERp5 inh | RAD54 inh
COc1ccc(NC(=O)N(C)C[C@@H]2Oc3ccc(NC(=O)CCCN(C)C)cc3C(=O)N([C@H](C)CO)C[C@H]2C)cc1 | -5 | 0.0 | -2 | -5 | -10 | 2.6 | 8 | -5
COc1ccc(CNC(=O)C[C@H]2CC[C@@H](NC(=O)CN(C)C)[C@H](CO)O2)cc1 | 7 | 0.0 | 0 | 1 | 7 | 0.0 | 1 | 1
CC(=O)N1[C@H](CNC(=O)C2CC2)[C@@H](c2ccc(-c3ccc(F)cc3)cc2)[C@@H]1CO | -7 | 0.2 | 0 | -14 | -4 | 23 | 5 | -5
CCc1nnc(NC(=O)c2ccc(OC)cc2)s1 | 28 | 0.0 | 0 | 3 | -8 | nt | -1 | -5
O=C(Cc1ccc(F)cc1)Nc1cc(S(=O)(=O)N2CCOCC2)ccc1N1CCCCC1 | -10 | 0.3 | 1 | -14 | -1 | 0.1 | 2 | 4
O=[N+]([O-])c1ccc(Cl)c(S(=O)(=O)/N=C(/c2ccccc2)N2CCOCC2)c1 | -4 | 0.0 | 1 | -1 | 2 | nt | -4 | 2
CCC(=O)NNc1ncnc2c1cnn2-c1cccc(C)c1 | 14 | 0.0 | -3 | -22 | -4 | -2.6 | 0 | 8
O=C(O)CCCC(=O)N1N=C(c2c(-c3ccccc3)c3cc(Cl)ccc3[nH]c2=O)CC1c1cccs1 (configuration not stated) | nt | 0.0 | 4 | -12 | -6 | nt | -9 | nt
CCCCNC(=O)c1nn2c(C(F)(F)F)cc(-c3ccc(OC)cc3)nc2c1Br | -4 | 0.4 | 0 | -14 | -4 | 1.2 | 1 | -12
COc1cc(=O)[nH]c(SCC(=O)Nc2nc3c(s2)CCCC3)n1 | -7 | nt | 0 | -30 | -2 | nt | 6 | nt
C[C@@H]1CN([C@H](C)CO)C(=O)c2cc(C#C[C@@H](C)O)cnc2O[C@@H]1CN(C)Cc1cncnc1 | -2 | 1.6 | 1 | 5 | -3 | 1.5 | 1 | -8
CC(C)c1nc(SCc2ccccn2)c2c(=O)n(C)c(=O)n(C)c2n1 | 3 | 0.2 | 3 | -8 | 4 | nt | 2 | 7
CC(=O)Nc1ccc(Cl)cc1C1COC(=O)C1=N (configuration not stated) | nt | 0.0 | 2 | -9 | -8 | nt | -5 | nt
CC(C)C1Oc2ccccc2N(CC(=O)N(C)C2CCCCC2)C1=O (configuration not stated) | 8 | 0.1 | 2 | -8 | 0 | nt | 2 | 16
O=C(O)CCNS(=O)(=O)c1ccc2c(c1)OCCCO2 | nt | -0.3 | 2 | -10 | 7 | 0.1 | -6 | nt

Not a retest: entries from further up.
SMILES | esBAF inh | Xi reactivation | ERAP1 inh | RAD52 anneal inh | S100A4 inh HTS | E-selectin induc | ERp5 inh | RAD54 inh
CC(=O)Nc1ccc(Cl)cc1C1COC(=O)C1=N (configuration not stated) | nt | 0.0 | 2 | -9 | -8 | nt | -5 | nt
CC(C)C1Oc2ccccc2N(CC(=O)N(C)C2CCCCC2)C1=O (configuration not stated) | 8 | 0.1 | 2 | -8 | 0 | nt | 2 | 16
O=C(O)CCNS(=O)(=O)c1ccc2c(c1)OCCCO2 | nt | -0.3 | 2 | -10 | 7 | 0.1 | -6 | nt

Following part
SMILES | esBAF inh | Xi reactivation | ERAP1 inh | RAD52 anneal inh | S100A4 inh HTS | E-selectin induc | ERp5 inh | RAD54 inh
C[C@@H]1CN([C@@H](C)CO)C(=O)c2cc(NS(=O)(=O)c3ccccc3)ccc2O[C@@H]1CN(C)S(=O)(=O)c1cn(C)cn1 | 4 | -1.1 | -1 | -9 | 1 | -0.1 | 4 | 5
Cc1cccc(S(=O)(=O)N2CC[C@@H]3[C@H]2c2cc(C#Cc4cccnc4)ccc2N[C@@H]3CO)c1 | -1 | 0.0 | nt | nt | nt | -0.6 | nt | 1
COc1cccc(CN2[C@@H]3CN(C(=O)C4CC4)c4ccccc4[C@@H]3[C@@H]2CO)c1 | -3 | 0.3 | 2 | -7 | 2 | 0.0 | -1 | -1
CCC(C(=O)OCC(=O)Nc1cccc(C(C)=O)c1)c1ccccc1 (configuration not stated) | -4 | 0.0 | -2 | -11 | -4 | -0.2 | -12 | -3
O=C(CSc1nnc(NC(=O)c2c(F)cccc2F)s1)Nc1ccc(F)cc1 | nt | 0.0 | -2 | -7 | -5 | nt | -5 | nt
CCn1cc(C(=O)N[C@H](C(=O)NCCCN2CCOCC2)C(C)C)c(=O)c2cc3c(cc21)OCO3 | 5 | 0.1 | -4 | -2 | -3 | nt | -1 | 1
CCNC(=O)C1(C)CCCN(Cc2cccc3ccccc23)C1 (configuration not stated) | -3 | 0.3 | 2 | -14 | 0 | 0.9 | -3 | -5
Cc1noc(C)c1S(=O)(=O)Nc1ccc2c(c1)C(=O)N([C@@H](C)CO)C[C@H](C)[C@H](CN(C)S(=O)(=O)c1ccccc1)O2 | 0 | 0.0 | 3 | -4 | 9 | -0.1 | -1 | -1
CN1C(=O)c2ccc(C(=O)Nc3cccnc3)cc2C1=O | -3 | -0.2 | -1 | -3 | -3 | -0.1 | 2 | 4
CCN(CC)S(=O)(=O)c1ccc(N)cc1 | -3 | -0.2 | 3 | -22 | 3 | -1.1 | -8 | -1
CCCn1cnc2cc(NC(=O)c3cccs3)ccc21 | 55* | -0.2 | -4 | 3 | 4 | 0.0 | -9 | 0
COCC(C)n1c(C)cc(C(=O)COC(=O)c2nn(C)c(=O)c3ccccc23)c1C (configuration not stated) | 6 | 0.1 | 0 | -36 | 0 | 2.4 | 2 | -1
C[C@]12CCC(=O)C=C1C=C[C@@H]1[C@@H]2CC[C@@]2(C)[C@H]1CC[C@@]21CCC(=O)O1 | -33 | 0.0 | 0 | 1 | -1 | 0.0 | 4 | 11
O=C(NCc1ccco1)C(=O)NCc1ccccc1Cl | 2 | 0.0 | nt | nt | nt | 0.1 | nt | 9
CC(C)(C)[C@H]1CCC(=O)N([C@H](CSc2ccc(Br)cc2)Cc2ccccc2)CC1 | -7 | 0.0 | 3 | 1 | 8 | 0.2 | 4 | 0
O=C(Nc1ccnn1C1CCN(Cc2cccc(OCCO)c2)CC1)c1cccc(F)c1 | 5 | -0.1 | 2 | -12 | 2 | -0.1 | 1 | 6
O=C(Cc1ccc(NC(=O)C2CCCN(C(=O)CCc3ccccc3)C2)cc1)Nc1cccc(C(=O)N2CCCC2)c1 (configuration not stated) | -15 | 0.0 | -5 | -74 | -8 | 1.4 | 0 | 12
COc1ccccc1/C=C/C(=O)NCc1cccnc1 | nt | 0.0 | 4 | -1 | 2 | -0.1 | -3 | nt
Cc1nnc2c3ccccc3c(-c3cccs3)nn12 | nt | 0.0 | -2 | -14 | -7 | 0.8 | 5 | nt
O=C(c1cnccn1)N1CC(=O)N2[C@H](C1)[C@H](c1ccc(C#CC3CCCCC3)cc1)[C@@H]2CO | nt | 0.1 | 1 | 4 | 11 | 0.1 | -1 | nt
CCn1c(SCC(=O)NC(=O)c2ccccc2OC)nc2ccccc21 | nt | 0.0 | -1 | -19 | -1 | nt | 2 | -3
CC(C)CN(CC(C)C)CC(O)COc1ccc([N+](=O)[O-])cc1 (configuration not stated) | nt | 0.0 | 1 | -4 | -4 | 0.6 | -8 | -6
CCCc1[nH]nc2c1C(c1ccoc1)C(C#N)=C(N)O2 (configuration not stated) | nt | 0.0 | 3 | -9 | -6 | -0.1 | 0 | nt
COc1cccc(/C=C/C(=O)NNC(=O)c2ccco2)c1OC | 11 | -0.4 | 3 | -3 | 2 | 0.0 | 2 | 11
O=C(c1[nH]c(C(F)(F)F)nc1-c1ccccc1)N1CCN(C/C=C/c2ccccc2)CC1 | -8 | 0.0 | 2 | -21 | -5 | -1.5 | -7 | 6
O=C(NC1=CC(=O)c2ccccc2C1=O)c1ccccc1 | -78 | -0.2 | 3 | -7 | -84 | 25 | 8 | 10
O=C(C[C@H]1C[C@@H]2c3cc(NC(=O)c4ccc5c(c4)OCO5)ccc3O[C@@H]2[C@H](CO)O1)NCC(F)(F)F | -4 | 0.1 | -2 | -9 | 2 | 0.0 | 2 | 12
CNC(=O)Nc1ccc(S(N)(=O)=O)cc1 | -2 | -0.1 | 1 | -4 | 3 | 0.6 | 1 | -5
O=C(Nc1ccc(F)cc1)Nc1cnccn1 | 3 | 0.2 | 0 | -8 | 0 | nt | 0 | 9
CC(=O)Nc1sc(C)c(C)c1C(=O)OCC(=O)Nc1ccccc1C(F)(F)F | 1 | 0.1 | 0 | -18 | -5 | 3.9 | -2 | -5
O=C(Nc1cccc(Cl)c1Cl)c1csc([C@H]2C[C@H](O)[C@@H](CO)O2)n1 | 77* | 0.3 | -4 | -8 | -2 | -0.1 | 7 | -4
CN(C)c1nc(-c2cccnc2)nc(-c2ccc(Cl)cc2)c1C#N | -6 | 0.0 | -3 | -36 | -1 | nt | 0 | 4
CNC[C@@H]1Oc2c(NC(=O)Nc3c(C)noc3C)cccc2C(=O)N([C@@H](C)CO)C[C@H]1C | -1 | -0.3 | -1 | -9 | 8 | 0.2 | 12 | 8
C[C@@H]1CN([C@@H](C)CO)S(=O)(=O)c2ccc(-c3cccc(F)c3)cc2O[C@@H]1CN(C)CC1CC1 | -3 | -0.6 | -1 | 9 | -1 | -2.1 | 4 | 2
CCOC(=O)c1sc2nc(C)nc(Nc3ccccc3)c2c1C | nt | 0.0 | -2 | -12 | 5 | nt | -12 | nt
COc1ccc(NC(=S)N2CCCC(c3nc4ccc(C)cc4[nH]3)C2)c(OC)c1 (configuration not stated) | nt | 0.1 | 1 | 6 | 0 | nt | 3 | nt
CC(=O)N1CCN(CC(=O)Nc2cc(S(=O)(=O)N3CCCCC3)ccc2C)CC1 | -5 | 0.0 | 0 | -17 | -2 | -0.3 | 2 | 1
O=C(CCCl)Nc1nc2c(s1)CCc1ccccc1-2 | -5 | 0.1 | 4 | -5 | 30 | nt | 7 | nt
CO[C@H]1CN(C)C(=O)c2cc(NC(=O)Cc3ccccc3)ccc2OC[C@@H](C)N(C(=O)c2ccccc2F)C[C@@H]1C | -3 | 0.3 | 0 | -9 | -11 | -0.2 | -7 | -3
CCOC(=O)CC1COc2ccccc2N1C(=O)c1cccc([N+](=O)[O-])c1 (configuration not stated) | 2 | 0.0 | -4 | -18 | -3 | 1.1 | -1 | 2
O=C(C1CC1)N1CCCCN2[C@H](C1)[C@@H](c1ccc(C#CC3CC3)cc1)[C@@H]2CO | nt | nt | 1 | -18 | 8 | nt | -2 | -6
COc1cccc(-c2ccc3c(c2)[C@H]2[C@H](CCN2C(=O)C2CCCC2)[C@@H](CO)N3)c1 | nt | 0.1 | 2 | -13 | -6 | 0.2 | 0 | nt
C[C@H]1CN([C@@H](C)CO)C(=O)Cc2cc(NC(=O)CCC(F)(F)F)ccc2O[C@@H]1CN(C)C(=O)Nc1ccc(C(F)(F)F)cc1 | -1 | 0.2 | nt | nt | nt | -0.1 | nt | 4
